Assay outcomes: PubChem BioAssay, Broad Institute
ERp5 block: blocks human ERp5 reductase activity on insulin; ERp5 insulin aggregation, absorbance 650 nm, 90 min; inhibition, % at 9.99 µM; actives 0.05% (n = 350,000); AID 651711;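 active = mean replicate inhibition above about 25%, with every replicate also reaching it, limit read from the data, passing the limit was not always enough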
esBAF inh: inhibitors of esBAF chromatin remodeling in mouse ES cells. Bmi1-luciferase knock-in reporter, 24 h; 100% = twice the neutral-well signal. reporter increase, % at 12.5 µM. actives 2% (n = 350,000); in the data active = activation above about 40%;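 also: 0% = median of the plate's neutral control wells and 100% = double that signal; a rise in the Bmi1 reporter signal indicates esBAF inhibition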
E-sel inducer: induces E-selectin expression in human endothelial cells; P16581; HUVEC E-selectin immunofluorescence imaging; normalized: neutral wells 0, TNF-alpha wells 100; activation, % at 7.58 µM; actives 0.37% (n = 260,000); AID 686992;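 active = mean E-selectin-positive cell signal at least 10% of the positive control, reached in at least 60% of replicates, without over 20% cell loss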;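 also: in these data hits start at about 27%; measured in HUVEC primary endothelial cells; signal is the percent of cells scored E-selectin positive by PE staining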
Target sequence (P16581 whole entry, looked up): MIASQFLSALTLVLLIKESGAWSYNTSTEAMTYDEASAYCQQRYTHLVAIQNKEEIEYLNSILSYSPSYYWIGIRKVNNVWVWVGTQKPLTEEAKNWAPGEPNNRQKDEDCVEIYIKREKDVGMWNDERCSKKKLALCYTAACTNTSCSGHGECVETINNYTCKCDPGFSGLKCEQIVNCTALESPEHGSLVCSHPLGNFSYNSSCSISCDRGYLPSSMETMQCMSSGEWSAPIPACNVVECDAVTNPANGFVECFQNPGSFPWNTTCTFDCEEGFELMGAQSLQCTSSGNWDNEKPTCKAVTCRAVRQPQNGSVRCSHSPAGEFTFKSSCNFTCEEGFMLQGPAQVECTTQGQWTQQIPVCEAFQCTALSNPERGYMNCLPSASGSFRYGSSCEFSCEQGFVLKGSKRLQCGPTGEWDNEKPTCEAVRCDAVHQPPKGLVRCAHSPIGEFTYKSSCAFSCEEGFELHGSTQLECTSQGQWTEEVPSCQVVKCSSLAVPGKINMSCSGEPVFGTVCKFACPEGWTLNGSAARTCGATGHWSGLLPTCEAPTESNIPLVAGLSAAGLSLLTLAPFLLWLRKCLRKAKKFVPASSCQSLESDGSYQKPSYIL
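Material: HUVEC primary endothelial cells; Amount: 3,000 cells per well; Dosing: single concentration; Medium: EGM-2 growth medium on 0.1% gelatin-coated wells; Read-out basis: percent E-selectin-positive cells; Signal: immunofluorescence imaging; Control set: TNF-alpha, DMSO.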
PglD DTNB: PglD (C. jejuni) enzyme inhibition; purified PglD enzyme, DTNB colorimetric CoA detection; inhibition, % at 12.5 µM; actives 0.098% (n = 360,000); AID 602405; in the data active = inhibition above about 16%, passing the limit was not always enough; also: strong numbers were not always called active
ARNT TACC3 PPI: disrupts binding between human ARNT and TACC3. Q9Y6A5. AID 623870. AlphaScreen His-ARNT PAS-B/GST-TACC3 binding, luminescence; TACC3 fragment carries E629A point mutation. inhibition, % at 9.99 µM. actives 0.66% (n = 390,000);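 active = mean inhibition of replicates at least 50% and at least half of replicates each reaching 50%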;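 also: 0% = complete ARNT plus TACC3 wells and 100% = ARNT alone without TACC3; many hits fall short of the cut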
RAD54 branch: blocks human RAD54 Holliday junction branch migration. actives 0.14% (n = 360,000). Q92698. inhibition, % at 10.4 µM. FAM/BHQ fluorescence. AID 602329;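 active = mean normalized replicate activity at least 40 and at least half of replicates scoring 40 or more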;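 also: 0% = median of neutral control wells and 100% = median of positive control wells; inhibitors cause a drop in the FAM fluorescence signal; in these data hits start at about 50%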
RAD52 inh: RAD52 (human) annealing inhibition | recombinant RAD52 DNA annealing, FRET fluorescence | inhibition, % at 18.7 µM | actives 0.46% (n = 360,000) | AID 651710;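 active = every replicate showing at least 50% inhibition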
Target sequence (P43351 whole entry, looked up): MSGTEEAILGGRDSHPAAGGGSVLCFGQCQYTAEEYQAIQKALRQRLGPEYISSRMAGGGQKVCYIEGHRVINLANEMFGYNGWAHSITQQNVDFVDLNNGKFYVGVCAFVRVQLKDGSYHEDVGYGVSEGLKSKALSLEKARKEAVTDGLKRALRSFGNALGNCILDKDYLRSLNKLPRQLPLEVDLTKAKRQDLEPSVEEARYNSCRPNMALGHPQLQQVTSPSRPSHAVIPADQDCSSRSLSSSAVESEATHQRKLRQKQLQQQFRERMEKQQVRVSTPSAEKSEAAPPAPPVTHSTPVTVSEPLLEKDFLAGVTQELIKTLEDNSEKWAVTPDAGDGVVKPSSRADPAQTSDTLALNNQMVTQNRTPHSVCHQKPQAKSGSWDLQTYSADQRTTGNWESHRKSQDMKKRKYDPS
Casp6 inh: caspase-6 (human) enzyme inhibition. P55212. purified caspase-6, Z-VEID-R110 cleavage fluorescence. inhibition, % at 12.5 µM. actives 0.53% (n = 350,000). AID 686996;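 active = mean inhibition across replicates at least about 35%, with every replicate also reaching that limit, limit read from the data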;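 also: 0% = median of neutral control wells and 100% = no fluorescence left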
An asterisk follows results filed as active; x = no result given; & = joins results of further samples.

The opening 4 records as a preview:
SMILES	ERp5 block	esBAF inh	E-sel inducer	PglD DTNB	ARNT TACC3 PPI	RAD54 branch	RAD52 inh	Casp6 inh
COc1ccc(S(=O)(=O)N(C)CC(=O)Nc2ccc3c(c2)OCCO3)cc1	3	x	-0.1	x	-6	x	-5	1
CSc1ccc(/C=C/C(=O)OCC(=O)c2ccc[nH]2)cc1	-4	14	1.8	4	x	-8	-21	0
CCOc1ccc(N=c2cc(-c3ccc(OC)cc3)oc3ccccc23)cc1	-5	x	x	4	-11	-5	-12	-2
COc1ccc(-c2cc3c(=O)n(CC(=O)NCc4ccc(C)cc4)ncn3n2)cc1	-2	12	-0.3	0	-2	3	-2	-1

The whole of this part, from the start:
SMILES	ERp5 block	esBAF inh	E-sel inducer	PglD DTNB	ARNT TACC3 PPI	RAD54 branch	RAD52 inh	Casp6 inh
COc1ccc(S(=O)(=O)N(C)CC(=O)Nc2ccc3c(c2)OCCO3)cc1	3	x	-0.1	x	-6	x	-5	1
CSc1ccc(/C=C/C(=O)OCC(=O)c2ccc[nH]2)cc1	-4	14	1.8	4	x	-8	-21	0
CCOc1ccc(N=c2cc(-c3ccc(OC)cc3)oc3ccccc23)cc1	-5	x	x	4	-11	-5	-12	-2
COc1ccc(-c2cc3c(=O)n(CC(=O)NCc4ccc(C)cc4)ncn3n2)cc1	-2	12	-0.3	0	-2	3	-2	-1
CCOC(=O)C1=CCN(S(=O)(=O)c2ccc(Cl)cc2)C1c1cccc(F)c1 (centres undefined)	-5	x	-0.1	x	x	x	7	-1
O=C(NCc1cccs1)C(=O)c1c[nH]c2ccccc12	-1	x	x	3	-8	-7	-8	-1
Nc1c(C(=O)c2ccc(F)cc2)oc2ccccc12	x	22	x	1	2	3	x	x
O=C(C[C@H]1CC[C@H]2[C@@H](COC[C@H](O)CN2Cc2nccs2)O1)NCc1ccccc1	1	-4	0.1	-1	-12	5	-6	0
CCCNC(=O)N1[C@@H]2CNC[C@H]1C2c1ccc(-c2ccc(C#N)cc2)cc1 (some centres undefined)	-1	x	0.0	x	x	x	10	0
COc1ccc(S(=O)(=O)Nc2ccc3c(c2)C(=O)N([C@H](C)CO)C[C@H](C)[C@@H](CN(C)C(=O)NC(C)C)OCCCC[C@H](C)O3)cc1	2	2	-0.4	1	-1	-6	3	1
C=CCSC1=C(C#N)C(c2ccccc2OCC)C(C#N)C(=O)N1 (centres undefined)	x	-5	x	-4	-1	-9	x	x
CNC[C@@H]1Oc2ccc(NC(=O)CCC(F)(F)F)cc2CC(=O)N([C@@H](C)CO)C[C@H]1C	-2	1	0.0	-2	-6	3	-4	1
COc1ccccc1-c1cnc2c(c1)C(=O)N([C@H](C)CO)C[C@@H](C)[C@@H](CN(C)C(=O)c1ccccc1)O2	-5	-9	-0.2	15	0	1	9	1
CCCc1nc(N)sc1C(=O)OCC	x	-7	x	2	8	4	x	x
CCN(CC)c1ccc(S(=O)(=O)N2CCOCC2)cc1NC(=O)CSc1nnc(N)s1	2	-7	-0.1	-5	x	3	-4	4
CC1CCCCN1Cc1c(O)ccc2c(=O)c(-c3ccc(Cl)cc3Cl)coc12 (centres undefined)	7	-6	x	-3	2	-2	-13	2
Cc1ccc(NC(=O)Cn2c(O)c(N=NC(N)=O)c3ccccc32)cc1	-2	8	2.4	4	-1	6	-3	2
C[C@H](O)Cc1cn(-c2cc3cc(C#Cc4ccsc4)ccc3oc2=O)nn1	1	14	-0.2	-2	2	-4	-13	3
CSc1ncc(C(=O)Nc2cc(C)ccc2C)c(C)n1	3	4	x	5	-2	3	-21	-4
COc1ccc(S(=O)(=O)N[C@H]2CC[C@@H](CC(=O)O)O[C@H]2CO)cc1	0	0	-0.1	-1	-17	-2	-1	0
CCN1C(Nc2ccccc2)=NC[C@@H]1CC(C)C	-1	-2	0.0	0	4	7	-10	3
CC(C)CC(=O)Nc1ccc(C(=O)COC(=O)C2CCC2)cc1	3	-3	x	-3	-9	5	-4	-2
COc1ccccc1N1CCN(/N=C\c2cccnc2)CC1	6	12	-0.1	-2	16	-5	-1	-5
CCOC(=O)c1ccc(NC(=O)c2nn(C)cc2Br)cc1	x	51*	x	4	-4	13	x	x
O=C(N[C@@H]1C=C[C@@H](CC(=O)N2CCCCC2)O[C@@H]1CO)c1cccc(F)c1	2	-3	0.3	6	x	-21	9	-2
COc1ccc(S(=O)(=O)N2CC(C(=O)O)Oc3ccccc32)cc1 (centres undefined)	-1	-6	11	10	1	7	-14	x
C[C@@H]1CCCCO[C@H](CN(C)C(=O)CCCN(C)C)[C@@H](C)CN([C@H](C)CO)C(=O)c2cc(NS(C)(=O)=O)ccc2O1	0	0	0.0	1	-3	-5	1	1
O=C(Nc1cccc(Cl)c1)N1C[C@@H]2[C@H](c3ccccc31)[C@H](CO)N2C(=O)C1CC1	2	-3	0.0	-2	-1	1	2	0
C[C@H]1CN([C@@H](C)CO)C(=O)Cc2cc(NC(=O)Nc3ccc(F)cc3)ccc2O[C@@H]1CN(C)Cc1ccc2c(c1)OCO2	4	1	0.0	-2	8	8	7	-2
Cc1noc(C)c1NC(=O)Nc1ccc2c(c1)CC(=O)N([C@@H](C)CO)C[C@@H](C)[C@H](CN(C)Cc1ccc3c(c1)OCO3)O2	-5	0	x	-3	-3	2	2	1
N#C[C@H]1[C@@H](c2ccc(-c3cccc(F)c3)cc2)[C@H](CO)N1C(=O)NC1CCCCC1	-2	x	1.0	x	x	x	-73	-2
CCN(CC(=O)Nc1ccc(NC(C)=O)cc1)C(=O)Cc1cccc2ccccc12	-6	x	-1.4	-1	-7	-3	-25	1
COc1ccc(NC(=O)Nc2ccc3c(c2)[C@H]2C[C@@H](CC(=O)N4CCCCC4)O[C@@H](CO)[C@H]2O3)cc1	7	-1	-0.2	-2	-2	5	5	2
O=S(=O)(Nc1ccc2c(c1)OCO2)c1ccccc1	x	1	x	-9	0	-18	x	x
CC12CCC(=O)N1C(C(=O)Nc1cc(S(=O)(=O)N3CCCCCC3)ccc1OCC(F)(F)F)CS2 (centres undefined)	-4	0	0.3	0	-1	4	-9	-4
CCN(CC)S(=O)(=O)c1cccc(C(=O)NC(C(=O)NNC(=O)c2ccccc2F)C(C)C)c1 (centres undefined)	15	6	-0.3	3	x	-7	-11	3
COc1cccc(NC(=O)CN(C)C(=O)c2cccc(S(=O)(=O)N3c4ccccc4CC3C)c2)c1 (centres undefined)	8	9	0.5	3	0	-6	-26	-2
CC1(C)C2([N+](=O)[O-])CN3CC1([N+](=O)[O-])CN(C2)C3c1ccc(O)c(O)c1 (centres undefined)	-1	x	x	x	1	x	-15	0
O=C(Nc1ccccc1F)N1CCCCN2[C@H](CO)[C@H](c3ccc(/C=C/c4ccccc4)cc3)[C@H]2C1	-8	0	-0.3	4	30	30	-16	x
CN(CCCC(=O)NCCc1ccccc1)S(=O)(=O)c1ccc([N+](=O)[O-])cc1	0	6	-0.5	6	4	-1	-16	0
C[C@H](CO)N1C[C@H](C)[C@H](CN(C)Cc2ccccc2)Oc2ccc(NC(=O)NC3CCCCC3)cc2CC1=O	-1	-2	0.1	1	6	-3	2	-1
C/C=C/c1ccc([C@@H]2[C@@H](CNC(=O)c3ccncc3)N(C(C)=O)[C@H]2CO)cc1	x	-1	0.2	-3	-11	1	x	x
CC(=O)Nc1cccc(/C(C)=N\NC(=O)c2ccc(Cn3nc([N+](=O)[O-])c(Cl)c3C)o2)c1	-2	x	x	x	10	x	14	4
C=CC[C@H]1CC(Cc2ccccc2)=C[C@H](CC=C)N1	4	6	-0.2	9	-56	8	-11	-14
CCc1nnc(NC(=O)CCN2C(=O)C3CCCCC3C2=O)s1 (centres undefined)	-3	4	2.6	-7	-4	5	-10	-4
COc1ccc(NC(=O)c2ccc(-n3nc(C)c[n+]3[O-])cc2)cc1	x	13	x	-3	-5	-8	x	x
CCC1CCC2(CC1)NC(=O)N(CC(=O)NCc1ccccc1Cl)C2=O (centres undefined)	5	8	0.0	1	-2	-6	-15	-1
CNC[C@@H]1OCCCC[C@H](C)Oc2ccc(NC(=O)c3ccncc3)cc2C(=O)N([C@@H](C)CO)C[C@@H]1C	0	-3	-0.1	-1	4	-6	-56	0
Cc1cc(C)c(C#N)c(Sc2nc(C)c([N+](=O)[O-])c(C)c2C#N)n1	1	x	0.7	x	x	x	4	-3
O=S(=O)(c1ccccc1)N1CCN(C(=S)NCc2ccccc2)CC1	-7	4	-3.6	-6	12	-3	3	1
CN(C)c1ccc(/C=C(\C#N)c2ccccc2)cc1	x	1	x	-10	17	8	x	x
C[C@@H]1CN([C@@H](C)CO)C(=O)c2cc(NC(=O)Nc3ccc(F)cc3)ccc2O[C@@H](C)CCCCO[C@H]1CN(C)CC1CCCCC1	0	-7	0.5	-3	35	5	-19	-1
CC#CCCCC(=O)Nc1cccc(C(=O)O)c1	x	10	x	-4	21	-6	x	x
CC(C)Oc1cccc(-c2cc(C(=O)NN3CCOCC3)c3ccccc3n2)c1	-1	12	0.3	-3	3	-4	-16	1
COc1ccccc1CC(NC(C)=O)C(=O)N1CCN(C(=O)Nc2ccccc2Cl)CC1 (centres undefined)	4	-13	x	6	-5	-8	-4	2
COC(=O)C1(C(=O)OC)NOC2C(=O)N(c3ccccc3)C(=O)C21 (centres undefined)	x	-3	x	-6	3	9	x	x
C[C@H]1CN([C@@H](C)CO)C(=O)c2cccc(NC(=O)Nc3cccc4ccccc34)c2O[C@H]1CN(C)S(=O)(=O)c1ccc(F)cc1	-2	-6	7.5	x	x	x	-8	3
O=C(C[C@H]1CC[C@@H]2[C@H](COC[C@H](O)CN2Cc2cc(F)cc(F)c2)O1)NC1CCC1	1	2	0.0	4	-3	7	-7	2
O=C(c1cn(-c2ccccc2)nc1-c1ccc(Cl)cc1)N1CCOCC1	0	-3	-2.0	x	4	x	-4	3
CC(C)(C=O)C1=CC(=O)c2ccccc2C1=O	1	x	0.1	x	11	x	-2	35

A second format for part of the listing above:
Sequence of screens – ERp5 block, esBAF inh, E-sel inducer, PglD DTNB, ARNT TACC3 PPI, RAD54 branch, RAD52 inh, Casp6 inh
CC(C)Oc1cccc(-c2cc(C(=O)NN3CCOCC3)c3ccccc3n2)c1
  -1, 12, 0.3, -3, 3, -4, -16, 1
C[C@H](CO)N1C[C@H](C)[C@H](CN(C)Cc2ccccc2)Oc2ccc(NC(=O)NC3CCCCC3)cc2CC1=O
  -1, -2, 0.1, 1, 6, -3, 2, -1

(more compounds)
SMILES	ERp5 block	esBAF inh	E-sel inducer	PglD DTNB	ARNT TACC3 PPI	RAD54 branch	RAD52 inh	Casp6 inh
C[C@H]1CN([C@@H](C)CO)S(=O)(=O)c2ccc(C#CC3CC3)cc2O[C@@H]1CN(C)S(C)(=O)=O	-5&2&-7	2&0&7	0.8&-0.1	-2&0&-1	4&-1	-13&0&1	6&5&-5	-1&-2&0
N#C[C@@H]1[C@@H](c2ccc(C#Cc3cccnc3)cc2)[C@@H](CO)N1C(=O)C1CCCCC1	0	8	-0.2	0	-4	-7	-18	1
CCC1Oc2nc(SC)nnc2-c2ccccc2N1C(=O)c1ccccc1 (centres undefined)	x	-4	x	-6	1	6	x	x
COc1ccc(CCNC(=S)NCc2ccc(Cl)c(Cl)c2)cc1OC	4	x	x	x	-2	x	-10	-3
COc1ccc(Oc2ncnc3sccc23)cc1	2	45*	4.1	5	-6	-12	-25	1
O=C(N/C(=C\c1ccc(O)cc1)C(=O)N1CCCCC1)c1ccccc1	14	-3	0.0	3	-1	0	-15	2
Cc1oc2ccc(OCc3ccc(Cl)cc3)cc2c1C(=O)O	-2	-6	0.1	2	-1	-5	-14	5
C[C@H]1CN([C@@H](C)CO)S(=O)(=O)c2ccc(-c3cccc(C#N)c3)cc2O[C@@H]1CN(C)C(=O)Nc1cc(F)ccc1F	4	-1	-0.2	-3	-3	3	17	-1
CCc1nc2c(OCC(=O)c3ccc(Cl)cc3Cl)cccn2c1N(C)C(=O)c1cccs1	-2	-2	-0.2	0	x	6	-106	6
C[C@@H]1CN([C@H](C)CO)C(=O)c2cc(C3=CCCC3)cnc2O[C@H]1CN(C)C(=O)NC1CCCC1	-12	-2	x	6	x	0	4	0
